From PubChem
PME-1 inh: blocks human protein phosphatase methylesterase 1; 320,000 compounds, 0.53% hits; AID 2130; inhibition, % at 5.9 µM; recombinant PME-1, FP-Rh probe fluorescence polarization;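 active = inhibition above the campaign mean of all compounds plus 3 SD, cut at about 26% in these data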;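 note: competitive labeling of PME-1 active site by serine hydrolase directed probe; 0% = PME-1 with DMSO and 100% = wells lacking PME-1 enzyme; inhibitors block probe labeling so polarization falls and inhibition rises; many of its hits are not listed in these tables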
GLD-1 TGE inh: GLD-1-TGE RNA interaction inhibition (C. elegans) | Q17339 | purified GLD-1 + fluorescein TGE RNA, fluorescence polarization | inhibition, % at 5.96 µM | 320,000 compounds, 0.44% hits | AID 2280;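 active = percent inhibition above a per-plate cutoff, the plate mean of test compounds plus 3 SD, cut at about 30% in these data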;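 note: 0% = DMSO wells with GLD-1 and probe and 100% = wells lacking GLD-1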
VLA-4 inh: inhibition in a human VLA-4 binding assay; P13612; VLA-4 expressing cells, ligand binding flow cytometry; inhibition, % (about 7 µM as worked out from the volumes in the protocol); 330,000 compounds, 0.2% hits; AID 2557; in the data active = inhibition above about 50%
MEX-5 binding: C. elegans MEX-5 TCR-2 RNA binding activity. Q9XUB2. MEX-5/FITC-TCR2 RNA binding, fluorescence polarization; stronger effect = lower value. 300,000 compounds, 0.38% hits. activity score (negative = inhibition of binding), % at 10 µM;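 active = inhibition past about -25% in most replicates, and total fluorescence under double the plate's negative control median, limit read from the data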;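 note: 0% = DMSO and -100% = 5 µM competing unlabeled TCR2 RNA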
Efflux pump mplx: blocks antifungal efflux pumps in multiplex yeast assay; S. cerevisiae Candida pump triplex, Nile Red efflux; inhibition, % at 10 µM; 330,000 compounds, 0.44% hits; AID 485275;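 active = plate passing quality check with inhibition over a set limit, or well fluorescence over plate mean plus 4 SD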;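 note: Nile Red retained in pooled yeast measured as flow cytometry median fluorescence; 0% = buffer negative control and 100% = Enniatin B positive control; higher means more Nile Red kept so more efflux inhibition; some compounds called inactive have numbers as strong as hits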
Fam108B inh: blocks mouse Fam108B hydrolase in RBBP9 counter-screen; recombinant Fam108B, FP-Rh probe fluorescence polarization; 300,000 compounds, 0.33% hits; AID 1947; inhibition, % at 9.51 µM;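 active = inhibition above the screen mean inhibition plus 3 SD, computed separately per campaign, cut at about 18% in these data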;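 note: inhibitors lower polarization as less probe binds the enzyme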
MCL1 BIM primary: disrupts human MCL1 binding to BIM-BH3 peptide; Q07820; GST-MCL1 / FITC-Bim-BH3 fluorescence polarization; inhibition, % at 10.9 µM; 320,000 compounds, 0.68% hits; AID 2057;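 active = inhibition above the mean inhibition of all tested compounds plus 3 SD, set per campaign, cut at about 40% in these data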;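 note: 0% = DMSO wells and 100% = unlabeled Bim-BH3 peptide control; higher means more loss of mP so more displacement of Bim peptide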
Bcl-xL primary: inhibitors of human Bcl-xL; Q07817; GST-Bcl-xL / FITC-Bim BH3 peptide fluorescence polarization; inhibition, % at 10.9 µM; 320,000 compounds, 0.7% hits; AID 2129;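 active = inhibition above the mean of all tested compounds plus 3 SD, cutoff set per campaign, cut at about 30% in these data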;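 note: 0% = DMSO wells and 100% = unlabeled Bim-BH3 peptide competitor; inhibitors lower millipolarization by displacing the labeled peptide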
Target sequence (Q07817 whole entry, looked up): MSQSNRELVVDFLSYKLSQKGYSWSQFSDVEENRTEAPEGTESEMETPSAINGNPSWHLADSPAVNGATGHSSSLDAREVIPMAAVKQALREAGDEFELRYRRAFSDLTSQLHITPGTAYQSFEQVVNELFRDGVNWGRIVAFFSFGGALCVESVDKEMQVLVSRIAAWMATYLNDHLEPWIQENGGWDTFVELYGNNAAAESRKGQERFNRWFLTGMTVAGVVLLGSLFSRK
GRK2 aptamer HTS: inhibitors of human GRK2 displacing RNA aptamer; P25098; bead flow cytometry, FAM-aptamer displacement from GRK2; inhibition of aptamer binding, % at 10 µM; 330,000 compounds, 0.59% hits; AID 488847;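 active = inhibition of aptamer binding above 40%, roughly 3 SD of noise, on plates passing a quality check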;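 note: median bead fluorescence of bound FAM aptamer so fluorescent compounds give negative values; no value below 0 was filed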
Target sequence (P25098 whole entry, looked up): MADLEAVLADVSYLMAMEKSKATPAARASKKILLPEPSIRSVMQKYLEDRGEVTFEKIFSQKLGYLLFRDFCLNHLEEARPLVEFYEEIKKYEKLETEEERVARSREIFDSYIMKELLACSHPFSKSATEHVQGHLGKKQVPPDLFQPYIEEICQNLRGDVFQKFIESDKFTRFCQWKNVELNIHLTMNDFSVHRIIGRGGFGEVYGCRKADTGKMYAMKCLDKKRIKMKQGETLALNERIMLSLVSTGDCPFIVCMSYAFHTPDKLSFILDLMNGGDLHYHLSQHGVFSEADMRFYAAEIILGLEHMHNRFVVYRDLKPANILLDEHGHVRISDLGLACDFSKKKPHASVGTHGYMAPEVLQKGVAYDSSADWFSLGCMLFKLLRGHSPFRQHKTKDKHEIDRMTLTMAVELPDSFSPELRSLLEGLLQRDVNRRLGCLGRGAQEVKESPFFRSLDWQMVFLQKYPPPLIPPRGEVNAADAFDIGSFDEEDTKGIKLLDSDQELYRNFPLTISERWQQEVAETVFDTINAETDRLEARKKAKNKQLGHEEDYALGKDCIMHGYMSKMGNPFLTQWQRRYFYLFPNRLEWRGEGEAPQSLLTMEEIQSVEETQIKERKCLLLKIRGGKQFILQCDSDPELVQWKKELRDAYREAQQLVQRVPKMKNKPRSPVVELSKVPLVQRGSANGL
* hit, by the source's call; nt = no result given. This is a subset; count on the stated rates, not on these rows.

SMILES	PME-1 inh	GLD-1 TGE inh	VLA-4 inh	MEX-5 binding	Efflux pump mplx	Fam108B inh	MCL1 BIM primary	Bcl-xL primary	GRK2 aptamer HTS
CS(=O)(=O)N1CCCC(C(=O)N2CCc3ccccc3C2)C1 (stereo not given)	5	5	14	1.6	0.1	3	-1	2	1
COc1ccc(Br)cc1CNC(=O)CCN1C(=O)COc2ccccc21	1	0	6	0.2	-0.1	4	-1	4	0
Cc1ccc(N(Cc2ccccc2)C(=O)c2ccc(F)c(S(=O)(=O)N3CCOCC3)c2)cc1	1	-1	-6	0.4	0.1	0	-2	-1	5
C=CCNc1nc2ccccc2nc1NS(=O)(=O)c1ccc(Br)cc1	8	-3	-5	4.2	-0.1	1	2	7	0
COc1ccc(S(=O)(=O)NC2CC3CCC2C3)cc1 (stereo not given)	5	0	7	-1.3	-0.1	-1	1	4	0
COc1cccc(NC(=O)N2C3CCCC2CC(NC(=O)C2CC2)C3)c1 (stereo not given)	1	1	13	-0.4	-0.3	4	0	2	0
COc1ccc(-c2csc(N3N=C(C)C(C)C3=O)n2)cc1 (stereo not given)	1	1	-6	-2.0	0.0	-1	-5	5	0
CSc1cccc(-n2c(C)cc(C(N)=O)c2C)c1	-3	-5	-2	-1.9	0.2	-5	4	4	0
N#CC(c1ccc(F)cc1)c1ccc(C(=O)c2ccc(F)cc2)cc1 (stereo not given)	5	-12	1	0.5	0.5	-5	-7	-7	2
CC(C)=CCOc1c2ccoc2c(OCC=C(C)C)c2oc(=O)ccc12	nt	3	12	nt	-0.2	nt	nt	nt	1
O=C(NCc1ccco1)C1CC(c2ccccc2O)=NO1 (stereo not given)	-4	1	17	-2.4	-0.3	1	5	4	2
CC(=O)Nc1ccc(NC(=O)C(C)OC(=O)c2ccccc2Sc2ccccc2C#N)cc1 (stereo not given)	-29	-8	4	nt	-0.3	-18	-12	2	3
O=[N+]([O-])c1ccc(-c2c[nH]c(=S)[nH]2)cc1	-1	-4	-8	-2.7	-0.1	4	12	11	1
CNC(=S)NNC(=O)c1cccn(Cc2ccc(Cl)c(Cl)c2)c1=O	4	1	3	-1.6	0.0	1	19	7	0
On1ccccc1=S	-4	0	-5	nt	-0.2	1	68*	1	0
CCOC(=O)c1ccccc1NC(=O)c1cn(-c2ccc(OC)cc2)c(=O)c2ccccc12	11	1	-8	2.5	15*	0	-7	-1	2
CC1(C)Cc2c(ccc3ccccc23)-c2nnc(-c3cccnc3)n21	1	-1	17	2.3	0.3	0	-6	-5	5
O=C(NC(NC(=O)c1ccccc1)C(=O)c1ccccc1)c1ccccc1	-7	3	7	-1.0	-0.1	0	1	2	0
Cc1c(C(=O)NCc2ccccc2CN2CCCC2)oc2ccc(F)cc12	2	1	6	nt	-0.2	nt	-4	3	0
CCN1CC(CN(C)Cc2nc(Cc3ccccc3)no2)CC1=O (stereo not given)	3	-4	2	-0.5	0.1	0	6	6	0
Cc1nn(-c2ccccc2)c2c1C1(C(=O)Nc3ccccc31)N1C(=N2)Sc2ccccc21 (stereo not given)	-10	9	7	0.8	-0.2	-7	-4	4	1
CC(=O)c1ccc(N2Cc3ccccc3C3(CCOCC3)C2=N)cc1	-7	-2	4	0.8	0.0	1	-2	4	0
CCN(CC)C(=O)Cn1cc(S(=O)(=O)CC(=O)Nc2ccccc2F)c2ccccc21	11	3	10	-1.9	-5.5	-1	8	2	4
Cc1ccc(S(=O)(=O)N2CCN(c3ccccc3)CC2)cc1C	3	-2	13	1.0	-0.1	4	5	2	4
Cc1onc(-c2c(F)cccc2Cl)c1C(=O)NCc1ccco1	-2	9	19	-1.3	-0.1	-5	2	3	4
CNC(=O)/C(=C\C=C\c1ccccc1)NC(=O)c1ccc([N+](=O)[O-])cc1	5	-21	-2	1.4	-0.2	4	-57	-27	0
COc1ccc(S(=O)(=O)Nc2ccc(S(=O)(=O)N3CCCCC3)cc2)cc1	-6	-5	-7	3.5	0.0	1	5	3	0
CCC(CC)C(=O)Nc1ccncc1	0	-6	0	-1.0	0.4	4	0	0	0
Cc1ccc2c(c1)c(N=Nc1ccc([N+](=O)[O-])cc1)c(O)n2C	1	-4	-11	0.8	0.1	-2	-1	-4	0
COC(=O)c1cc2c(=O)n3ccccc3nc2n(Cc2cccnc2)c1=N	-4	3	-1	-5.2	0.1	-7	10	6	1
COc1ccc([C@H]2CC(=O)C=C(c3ccc4c(c3)sc3ccccc34)C2)cc1	-2	0	17	nt	0.3	nt	7	4	0
CC(C)(C)C(=O)NC1=NCCS1	0	-4	-2	3.0	0.1	11	-5	-2	2
Cc1ccc(-n2c(C(C)C)nc3oc4ccccc4c(=O)c3c2=O)cc1	-2	7	12	-0.4	0.0	-2	3	-2	4
O=C1NC(=Nc2ccccc2)c2c1cccc2[N+](=O)[O-]	2	-2	nt	0.8	-0.1	-2	3	1	3
O=C(O)CCCN1C(=O)c2cccc3cccc(c23)C1=O	-1	8	24	-0.6	-0.1	3	11	5	1
COc1ccc(-n2c(C)cc(SC)c(C(C)=O)c2=S)cc1	0	1	-8	-3.7	0.0	-2	12	8	3
O=C(CCCOc1ccc(Cl)cc1Cl)N/N=C\C1CCCCC1	-5	0	12	-2.8	0.0	1	-2	2	1
CCCOc1ccc(-c2cc(C(F)(F)F)c(C#N)c(SCC(=O)O)n2)cc1	-2	-4	6	0.6	-0.1	1	2	1	0
C[C@H](c1ccccc1)n1nnc(COCc2ccccc2)c1C#CCOCc1ccccc1	7	-4	0	3.1	-0.1	1	7	6	0
O=C1CCNCCN1[C@H](CO)c1ccccc1	5	9	-1	1.0	0.3	4	-3	5	3
CC(C)C[C@H](NC(=O)c1nc[nH]c1C(=O)NCC(=O)OC(C)(C)C)C(=O)OCc1ccccc1	3	3	-26	3.4	0.2	-1	3	2	0
O=c1c2ccccc2oc2ccc(-c3ccc4[nH]ccc4c3)cc12	-8	7	-7	-1.2	-0.1	-6	-1	5	3
CCN1CCC2(CC1)Oc1c(OC)cccc1C1CC(c3cccnc3)=NN12 (stereo not given)	2	1	3	3.1	0.0	-5	3	7	2
Cc1cccc(C)c1NC(=O)CN1CCN(CC(=O)NCC2(N3CCCCC3)CCCCC2)CC1	7	-1	7	nt	0.0	nt	0	3	0
Cc1cc(S(=O)(=O)Nc2ccccc2C)ccc1F	2	0	-3	0.5	-0.1	-1	-1	4	2
COC(=O)NCC(C)OC(=O)Nc1ccc(Cl)cc1 (stereo not given)	1	2	13	3.4	-0.1	-1	-1	3	0
FC(F)(F)c1nnc2c3ccccc3c(Cl)nn12	nt	nt	7	-1.0	0.0	nt	nt	nt	1
COc1ccc(CNC(=O)CCS(=O)(=O)c2ccc(Br)cc2)cc1	-2	5	1	-1.4	0.1	1	1	7	89*
COc1ccc(NC(=O)Cn2cnc3sc(C)c(S(=O)(=O)N4CCN(C)CC4)c3c2=O)cc1OC	5	-6	16	-1.0	0.8	-1	-1	4	1
C=CCn1c(SC(C)C#N)nc2sc(CC)cc2c1=O (stereo not given)	3	-2	-2	-0.5	-0.1	1	5	1	0
CC(=O)NCCc1nc2ccccc2n1CCOc1ccccc1	-1	-2	10	2.1	0.0	1	0	6	1
S=c1nc(C2CCCCC2)[nH][nH]1	-1	6	-1	2.3	-0.1	2	5	11	1
COc1cc(NC(=O)CSc2nc3ccccc3cc2Cc2ccccc2)cc(OC)c1	-4	12	33	2.6	0.1	-11	-1	9	2
Nn1c(=S)[nH]c2sc3c(c2c1=O)CCCC3	3	4	12	-1.0	-0.1	-1	5	8	1
COC(=O)[C@H](Cc1ccccc1)N(C)S(=O)(=O)c1cccc(S(=O)(=O)N(C)[C@@H](Cc2ccccc2)C(=O)OC)c1	7	7	10	-0.2	0.1	0	-4	-3	2
CCCCOC(=O)Sc1nc2ccccc2o1	12	-2	14	-1.4	0.1	2	-3	-17	1
Oc1ccccc1/C=N/Nc1cccc2cccnc12	14	-2	-13	1.0	-0.2	8	0	4	0
COc1ccc(C(=O)NCC2CCCCC2)cc1S(=O)(=O)N1CCCC1	-6	4	-5	nt	-0.1	nt	-8	-2	0
O=S1(=O)CC/C(=N/Nc2ccc(C(F)(F)F)cn2)c2cc(F)ccc21	-8	-6	-11	0.4	-0.1	-2	5	3	0
Cc1ccc(O)c(C(=O)c2cc(C#N)c(=O)n(C(C)c3ccccc3)c2)c1 (stereo not given)	4	-3	1	2.5	0.2	-5	-12	-3	0
(continued)
SMILES	PME-1 inh	GLD-1 TGE inh	VLA-4 inh	MEX-5 binding	Efflux pump mplx	Fam108B inh	MCL1 BIM primary	Bcl-xL primary	GRK2 aptamer HTS
COc1ccc(OC)c(C(C(=O)NCc2ccco2)N(C(=O)Cn2nnc3ccccc32)C2CC2)c1 (stereo not given)	-2	-9	8	-1.0	0.1	1	-1	6	2
Cc1ccc(CNc2ccc(Cl)cc2[N+](=O)[O-])cc1	7	0	1	-2.1	0.0	-1	0	3	10
Oc1ccc(/C=N/Nc2cc(N3CCCC3)nc(N3CCCC3)n2)cc1	12	39*	1	1.0	-0.2	1	24	17	0
COc1ccccc1C(=O)NC(=S)Nc1ccc(S(=O)(=O)N2CCN(C)CC2)cc1	-7	0	5	0.4	-0.1	-2	2	1	1
CCOC(=O)N1CCN(Cc2nc3cc(NC(C)=O)ccc3n2CC)CC1	-5	-1	-8	4.3	-0.7	1	2	6	0
OCCCN1CCN(CCOc2ccccc2-c2ccccc2)CC1	-4	-2	6	0.2	0.0	0	-2	-1	0
COc1ccc(N(C(=O)c2ccco2)S(=O)(=O)c2cccc([N+](=O)[O-])c2)cc1	3	-1	6	2.7	0.2	1	1	1	2
Cn1cc(CN2CCC(C(=O)N3CCCC3)CC2)c(-c2ccccc2F)n1	-3	6	3	-2.2	0.1	-2	4	5	0
O=C1c2ccccc2C(=O)N1CCCCc1cn(C[C@H]2CC[C@@H]([C@@H]3CC[C@H](Cn4cc(CCCCN5C(=O)c6ccccc6C5=O)nn4)O3)O2)nn1	nt	2	-5	nt	0.0	nt	nt	nt	0
Cn1c(-c2ccccc2)cnc1N	3	3	5	-5.5	0.0	0	0	6	26
Cc1cc(C)n2[nH]c(=O)c(N=Nc3cccc(C(F)(F)F)c3)c2n1	-2	-6	-12	-2.6	0.2	-3	4	-2	2
CC1=C(n2nnc3ccccc32)C(c2ccccc2)C(C#N)=C(N)O1 (stereo not given)	0	-2	6	-4.9	0.0	2	-5	-1	5
C/C(NC1CCCC1)=C(/C#N)C(N)=O	8	1	5	0.5	-0.1	0	8	4	1
CCCCCCn1cc(C(=O)O)c(=O)c2cc(F)c(N3CCN(C(=O)OCC)CC3)cc21	-1	-2	-20	2.2	-0.1	4	6	7	0
CCn1c2ccccc2c2cc(/C=N/NC(=O)c3ccncc3)ccc21	11	3	17	-1.5	0.1	4	10	5	4
CCN1CCN(c2nc(Nc3cc(OC)ccc3OC)nc(Nc3cc(OC)ccc3OC)n2)CC1	3	-3	22	3.7	0.0	3	-3	5	0
O=c1ccc2cc([N+](=O)[O-])c(CCO)cc2o1	4	-3	17	1.0	-0.2	5	3	3	3
COc1ccccc1NC(=O)N(CCN(C)C)Cc1cc2cc(C)ccc2[nH]c1=O	2	0	-400	-2.5	0.0	-2	4	5	0
COc1cccc2cc(C(=O)OCC(=O)NC3CCCC(C)C3C)c(=O)oc12 (stereo not given)	nt	-3	8	nt	-0.2	nt	nt	nt	0
